TrxR1 substrate – is turned over as a substrate by rat TrxR1; O89049; purified TrxR1 substrate turnover, NADPH consumption readout; Potency, µM (series often up to 114 µM), for inactives: top-dose activity change, negative = substrate turnover; 390,000 compounds, 0.01% hits; AID 588456; note: potency is the fitted concentration of half-maximal effect; % is set by controls: 0 for no effect and ±100 for the full control effect; nearly all actives have a fitted effect of over 50% in size
Target sequence (O89049 whole entry, looked up): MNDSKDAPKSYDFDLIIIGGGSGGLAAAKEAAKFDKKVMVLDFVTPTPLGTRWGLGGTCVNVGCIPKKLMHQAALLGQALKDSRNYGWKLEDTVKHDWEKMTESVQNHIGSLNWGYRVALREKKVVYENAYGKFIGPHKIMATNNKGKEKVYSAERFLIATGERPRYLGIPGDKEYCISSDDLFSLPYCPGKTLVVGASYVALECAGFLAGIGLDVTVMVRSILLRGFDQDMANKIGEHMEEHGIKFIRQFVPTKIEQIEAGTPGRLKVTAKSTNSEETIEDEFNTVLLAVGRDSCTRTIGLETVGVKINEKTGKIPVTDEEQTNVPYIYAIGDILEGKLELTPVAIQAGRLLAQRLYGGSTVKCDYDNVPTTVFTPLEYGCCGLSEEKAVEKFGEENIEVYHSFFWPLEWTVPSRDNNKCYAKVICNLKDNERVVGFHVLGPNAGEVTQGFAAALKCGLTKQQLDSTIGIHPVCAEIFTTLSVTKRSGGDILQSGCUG
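Rat TrxR1, dispensed at 90 nM, was prereduced with 400 uM NADPH (final) for 5 min at ~22 deg C, then incubated with compound 15 min before 400 uM selenite. A first-read NADPH fluorescence drop versus no-compound background flagged substrates.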
mIDH1 inhibitor – human IDH1 R132H inhibition. AID 602179. 390,000 compounds, 0.093% hits. IDH1-R132H enzyme, NADPH consumption, diaphorase/resazurin fluorescence. Potency, µM (series often up to 76.6 µM), inactives show top-dose activity change, negative = inhibition, hits mostly inhibitors; note: potency is the fitted concentration of half-maximal effect; % is set by controls: 0 for no effect and ±100 for the full control effect; nearly all actives have a fitted effect of over 65% in size
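IDH1-R132H (0.5 ug/mL dispensed) in pH 7.5 Tris buffer was preincubated 30 min with compound, then given a substrate mix of 0.016 mM NADPH and 2 mM alpha-KG for 80 min at room temperature; remaining NADPH was read by diaphorase/resazurin fluorescence.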
USP1 inh – USP1/UAF1 (human) deubiquitinase inhibition; recombinant USP1/UAF1, Ub-Rhodamine cleavage fluorescence; Potency, µM (highest dose often 57.1 µM), inactives show top-dose activity change, negative = inhibition, most hits filed as inhibitors; 390,000 compounds, 0.23% hits; AID 743255; note: potency is the fitted concentration of half-maximal effect; % is set by controls: 0 for no effect and ±100 for the full control effect; nearly all actives have a fitted effect of over 60% in size; inactives centre near -12
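In this screen, compounds sit with the deubiquitinase complex (1nM) for 15 min at room temperature before Ub-Rho is added at 150nM final. Fluorescence rise is then followed for 6 reads every 60 seconds.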
HP1b binding inh – inhibitors of HP1-beta chromodomain binding to methylated histone tails. AlphaScreen HP1-beta / biotin-H3K9me3 peptide binding. Potency, µM (titrated, usually from 114 µM), for inactives: top-dose activity change, negative = inhibition, hits mostly inhibitors. 390,000 compounds, 0.56% hits; note: potency is the fitted concentration of half-maximal effect; nearly all actives have a fitted effect of over 70% in size; inactives centre near 23
Target sequence (P83916 whole entry, looked up): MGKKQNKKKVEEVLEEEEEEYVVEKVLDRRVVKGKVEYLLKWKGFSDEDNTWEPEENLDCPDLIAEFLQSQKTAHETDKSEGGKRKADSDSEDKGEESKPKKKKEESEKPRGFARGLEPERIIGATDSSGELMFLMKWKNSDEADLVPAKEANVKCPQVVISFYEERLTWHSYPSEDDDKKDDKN
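Compound inhibition of the preformed complex between 50 nM HP1-beta and 50 nM biotinylated H3K9me3 peptide was read by AlphaScreen. Buffer was PBS pH 7.4 with 0.01% Tween-20. Incubations ran 30 min at room temperature, with 10 ug/mL donor/acceptor beads.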
PI4K2A inh – PI4K2A (human) kinase inhibition. 420,000 compounds, 0.13% hits. activity change, negative = inhibition, % at 76.9 µM. purified PI4K2A, ADP-Glo luminescence, 1 h; hits give low values. Q9BTU6; in the data active = activity change below about -50%; inconclusive = mostly about -30% to -49%;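 note: -100% = wells without enzyme as full effect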
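In this quantitative HTS, ADP production by PI4K2A was quantified luminescently after 1 h at ambient temperature; 100 microM adenosine served as plate-quality control.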
Pin1 inhibitor – human Pin1 inhibition | Q13526 | Pin1 FP peptide displacement, HiFluor488, 10 min | Potency, µM (highest dose often 115 µM), for the others: at the top dose activity, negative = inhibition, hits mostly inhibitors | 390,000 compounds, 0.009% hits; active = well fitted inhibition curve with a large enough effect in the polarisation, with a control signal flat, not every such curve was filed as active; inconclusive = small, poorly fitted or top-dose-only effect, or effect the other way, or a change in a side signal; inactive = no such curve, though single readings can be large or run the other way; the % refers to the polarisation; note: potency is the fitted concentration of half-maximal effect; % is set by controls: 0 for no effect and ±100 for the full control effect
Target sequence (Q13526 whole entry, looked up): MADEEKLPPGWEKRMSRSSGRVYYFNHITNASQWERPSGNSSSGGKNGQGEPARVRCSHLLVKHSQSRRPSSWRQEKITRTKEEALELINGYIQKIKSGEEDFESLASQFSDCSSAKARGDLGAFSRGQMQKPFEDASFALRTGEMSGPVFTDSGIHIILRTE
Tb PGK inh – T. brucei PGK inhibition. P07378. PGK/GAPDH coupled, Kinase-Glo luminescence, 60 min. Potency, µM (highest dose often 57.5 µM), for inactives: at the highest dose activity change, negative = inhibition, usual class: inhibitors. 380,000 compounds, 0.043% hits. AID 602233; note: potency is the fitted concentration of half-maximal effect; % is set by controls: 0 for no effect and ±100 for the full control effect; nearly all actives have a fitted effect of over 60% in size
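Recombinant glycosomal PGK reaction used 1,3-bisphosphoglycerate generated in-well by GAPDH (100nM final) in 100mM TEA pH 7.6, 5mM MgCl2, 0.01% Tween-20. After 60 minutes at room temperature, ATP was read by Kinase-Glo Plus luminescence end-point.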
TrxR1 inh – inhibitors of rat thioredoxin reductase 1. Potency, µM (top dose mostly 114 µM), for inactives: at the highest dose activity change, negative = inhibition, actives largely listed as inhibitors. 390,000 compounds, 1% hits. O89049. AID 588453. recombinant rTrxR1, NADPH fluorescence consumption, selenite substrate; note: potency is the fitted concentration of half-maximal effect; % is set by controls: 0 for no effect and ±100 for the full control effect; nearly all actives have a fitted effect of over 65% in size
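Rat TrxR1 (90 nM in the dispensed reagent) was pre-reduced with 400 uM NADPH for 5 min at room temperature, then incubated with compound for 15 min. After 400 uM selenite was added, NADPH fluorescence (Ex 340/Em 450 nm) was followed for 8 min.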
GLS inh – inhibitors of human glutaminase (GLS); GLS enzymatic activity, qHTS titration; 410,000 compounds, 0.21% hits; Potency, µM (highest dose often 45.5 µM), without a hit: at the top dose activity change, negative = inhibition, most hits filed as inhibitors; AID 624170; note: potency is the fitted concentration of half-maximal effect; % is set by controls: 0 for no effect and ±100 for the full control effect
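hKGA; 45 mM KH2PO4 pH 8.2 + 0.02% Tween-20; cpd via pin tool; 1 mM Gln soln; GluOx/HRP/Amplex Red; RT 30 min; fluor. t0 & final.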
An asterisk follows results filed as active; i = inactive; ? = inconclusive; . = not tested or not shown; [ ] = dose if it differs, or a comment. Unless noted, calls come from the whole dose curve; as a rule, active = well fitted curve in the direction sought with a large enough effect; inconclusive = small, poorly fitted or top-dose-only effect, or another doubt; inactive = no such curve, though single readings can be large; an effect the other way counts as inactive or inconclusive.

SMILES	TrxR1 substrate	mIDH1 inhibitor	USP1 inh	HP1b binding inh	PI4K2A inh	Pin1 inhibitor	Tb PGK inh	TrxR1 inh	GLS inh
O=C(C1CCN(S(=O)(=O)c2cccc3cccnc23)CC1)N1CCCC1	1%	-4%	-15%	58%[activator]	5	-1%	-3%	22%	-1%
CN(CC(=O)Nc1ccc(F)c(F)c1F)C(=O)c1n[nH]c(=O)c2ccccc12	-3%	-8%	-8%	33%	-3	-1%	i	9%	0%
O=S(=O)(Nc1ccc(F)cc1)c1ccc(S(=O)(=O)N2CCOCC2)cc1	1%	8%	-18%	31%	-3	-1%	0%	17%	1%
CC(C)Nc1nc(N(c2ccccc2)c2ccccc2)nc(-n2ccnc2)n1	9%	?	-10%	72%[activator]	-1	-5%	-3%	16%	-2%
COC(=O)C1(C)NC(c2ccccc2OC)C2C(=O)N(c3ccccc3)C(=O)C21 (centres undefined)	4%	10%	-3%	25%	4	-2%	-6%	50%[activator]	12%
CCOC(=O)c1cccc(NC(=O)CCc2c(C)nc3cc(-c4ccc(Cl)cc4)nn3c2C)c1	27%	0%	?	28%	5	-6%	i	-3%	60%[activator]
CCOC(=O)N1CCN(S(=O)(=O)N2CCCC(C(=O)NC(C)c3ccccc3)C2)CC1 (centres undefined)	-2%	-11%	-6%	36%[activator]	2	-7%	1%	-3%	12%
CCC1(CC)Cc2ccccc2-c2nc(CN3CCOCC3)[nH]c(=O)c21	4%[57.1 µM]	6%	-14%	34%[activator]	-1	0%	-4%	8%[57.1 µM]	1%
CCOC(=O)c1c(NC(=O)CSc2nc(-c3ccccc3)cc(C(F)(F)F)n2)sc(C)c1C	-1%	-2%	-8%	11%	-1	3%	-4%	-2%	0%
c1ccc(C[C@H]2CN=C(Nc3ccccc3)N2CC2CCCCC2)cc1	-9%	-3%	6%	60%[activator]	1	0%	1%	-7%	4%
COc1ccc(NC(=O)Cc2coc3cc(C)ccc23)cn1	0%	7%	-10%	31%	-6	-4%	-7%	-3%	8%
Cc1ccc2oc(C(=O)N(C)Cc3cnccn3)c(C)c2c1	-1%	5%	-21%	30%	1	16%	-4%	15%	-13%
CC1(C)Cc2nc3sc4c(=O)n(CC(=O)NCc5ccco5)cnc4c3cc2CO1	7%[57.1 µM]	2%	-13%	24%	3	2%	-6%	-9%[11.4 µM]	2%
C=CC[C@@H](Cc1ccc(F)cc1)C(=O)OC[C@@H]1CCCN1C(=O)[C@H](CC=C)CC(=O)NCCO	6%	12%	-16%	53%[activator]	4	0%	-4%	18%	-8%
Cc1ccc(NC(=S)NNC(=O)CCn2cc(C)cn2)cc1	4%	1%	-14%	29%	-1	0%	0%	-5%	16%
Cc1ccc(Cn2c(CNS(=O)(=O)c3ccc(Cl)s3)nc3cccnc32)cc1	3%[57.1 µM]	4%	-9%	26%[57 µM]	-5	-3%	-2%	17%[57.1 µM]	-12%
CCC(=O)c1ccc(OCC(=O)N2CCN(c3ccccn3)CC2)cc1	3%	-2%	-11%	15%	0	1%	6%	-3%	11%
Cc1ccnc(NC(=O)CCC2COc3ccccc3O2)c1 (centres undefined)	5%[57.1 µM]	4%	4%	8%	-6	2%	-1%	2%	7%
Fc1cc(Br)ccc1Nc1c2c(nc3nc(-c4cccs4)nn13)CCCC2	1%[57.1 µM]	?	-25%	37%[activator][57 µM]	-2	?	9%	0%[57.1 µM]	7%
COc1ccc(NC(=O)Cc2nnc(SCC(=O)NC3CCCCC3)n2C)cc1	0%[57.1 µM]	-1%	-4%	22%	0	6%	-5%	11%[57.1 µM]	-28%
CCCCCC1CC(CC(=O)O)C(=O)O1 (centres undefined)	3%[57.1 µM]	-5%	-10%	35%[activator]	6	0%	-2%	29%[57.1 µM]	-2%
COc1ccccc1NS(=O)(=O)c1cccc(-n2c(O)c(C=Nc3ccccc3C(=O)O)c3ccccc3c2=O)c1	-2%	?	?	?	0	.	-9%	18%[0.0914 µM]	-12%
CCN1CCN(c2nnc(-n3cccc3C(=O)Nc3cccc(OC)c3)s2)CC1	-6%[57.1 µM]	7%	-4%	31%	0	-1%	-4%	-4%[57.1 µM]	0%
COc1ccc(NC(=O)CSc2nc(C)cs2)c(OC)c1	1%	-1%	-19%	36%	1	2%	4%	3%	1%
Cn1nc(-c2ccccc2)c(CSc2ccccc2Cl)c1Cl	6%	0%	-7%	175%[activator]	1	-1%	3%	7%	14%
COC(=O)c1ccc2c(=O)n(CC3CCCO3)c(SCC(=O)Nc3ccccc3Cl)nc2c1 (centres undefined)	11%	0%	-15%	20%	6	5%	2%	16%	1%
Cc1cccc(-c2cc(C(=O)Nc3sc(C)c(C)c3C(N)=O)c3ccccc3n2)c1	-9%	5%	-15%	23%	2	9%	22%	-15%	18%
COc1ccc(C(=O)NNC2=CC(=O)CC(C)(C)C2)cc1	-15%	1%	0%	28%	0	4%	1%	?	0%
CCOC(=O)c1[nH]c(C)c(C(=O)NCc2ccc(Cl)cc2)c1C	3%	8%	-2%	22%	7	15%	i	9%	-1%
COc1ccc(C)cc1N(C)C(=O)Cc1c(C(=O)O)n(C)c2ccccc12	13%[57.1 µM]	-8%	-5%	9%	1	?	i	15%[57.1 µM]	-1%

Of the compounds above, three have a COOH group:
SMILES	TrxR1 substrate	mIDH1 inhibitor	USP1 inh	HP1b binding inh	PI4K2A inh	Pin1 inhibitor	Tb PGK inh	TrxR1 inh	GLS inh
CCCCCC1CC(CC(=O)O)C(=O)O1 (centres undefined)	3%[57.1 µM]	-5%	-10%	35%[activator]	6	0%	-2%	29%[57.1 µM]	-2%
COc1ccccc1NS(=O)(=O)c1cccc(-n2c(O)c(C=Nc3ccccc3C(=O)O)c3ccccc3c2=O)c1	-2%	?	?	?	0	.	-9%	18%[0.0914 µM]	-12%
COc1ccc(C)cc1N(C)C(=O)Cc1c(C(=O)O)n(C)c2ccccc12	13%[57.1 µM]	-8%	-5%	9%	1	?	i	15%[57.1 µM]	-1%

More records:
SMILES	TrxR1 substrate	mIDH1 inhibitor	USP1 inh	HP1b binding inh	PI4K2A inh	Pin1 inhibitor	Tb PGK inh	TrxR1 inh	GLS inh
CC(=O)Nc1nonc1-c1nnc(SCC(=O)Nc2cccc(C)c2C)n1-c1ccccc1	14%	19%	-7%	35%	1	4%	-5%	22%	2%
CCCc1c(C(=O)N/N=C(\C)c2ccc(O)cc2)nnn1-c1nonc1N	11%	8%	-6%	13%	5	0%	-1%	26%	-4%
Cc1ccc(/C=C/C(=O)NN2CCN(C)CC2)cc1	2%	4%	-21%	31%	1	-2%	-5%	11%	21%
CC(=O)c1ccc(N/C=C\C(=O)c2ccc(C)cc2)cc1	8%[57.1 µM]	3%	-3%	49%[activator]	15	-1%	6%	23%[57.1 µM]	0%
COc1cccc(NC(=O)CSc2nnc(COc3ccc(Cl)cc3)o2)c1	4%	-4%	4%	21%	0	10%	0%	4%	-5%
C[C@H]1COC(=O)[C@@H](Cc2ccc(F)cc2)C/C=C\C[C@H](CC(=O)N(CCO)Cc2ccccc2)C(=O)N1	2%	-2%	-12%	38%[activator]	-2	4%	i	6%	0%
COc1ccccc1Nc1nc2ccccc2n1C	2%	-7%	3%	23%	-14	-5%	-9%	26%	16%
O=C(COC(=O)c1cncc(Br)c1)Nc1ccc(F)c(F)c1F	-10%	-5%	-14%	41%[activator]	2	-5%	-7%	-3%	0%
CCc1ccccc1NS(=O)(=O)c1ccc2[nH]cc(C(=O)NCC3CCCO3)c(=O)c2c1 (centres undefined)	-10%	8%	-1%	1%	2	13%	-3%	-12%	0%
CC(Sc1nncn1C)C(=O)Nc1nnc(C(C)C)s1 (centres undefined)	7%[57.1 µM]	14%	-21%	52%[activator]	-6	-8%	i	-15%[57.1 µM]	2%
S=c1nc[nH]c2c1cnn2Cc1ccccc1	-3%	-8%	-3%	24%	-9	1%	-4%	?	-5%
C=CCN1CCN(C(=O)CCCc2ccccc2)CC1	-4%	-12%	-10%	35%	-13	-12%	i	11%	-3%
CCn1cc(C(=O)Nc2sc(C)c(C)c2C(=O)OC)cn1	40%	7%	-19%	-14%	0	-9%	-8%	0%[57.1 µM]	13%
CCCCCCNC(=O)c1ncn[nH]1	8%[57.1 µM]	2%	-14%	17%	2	-1%	3%	22%[57.1 µM]	8%
N#CCCOC1(C#CCN2CCCC2)CCCCC1	1%	2%	-7%	13%	-10	-4%	-3%	-11%	2%
O=C(OCC(=O)N(C1CCCCC1)C1CCCCC1)c1ccc(O)cc1	2%	11%	-12%	71%[activator]	-11	-6%	-4%	3%	7%
COc1ccccc1CNC(=O)COC(=O)c1ccc(NC(N)=O)cc1	8%[57.1 µM]	?	-14%	16%	4	3%	-4%	20%[57.1 µM]	1%
CN(C)c1ccc(C2Nc3ccccc3C(=O)N2CCN2CCNC2=O)cc1 (centres undefined)	56%	4%	-16%	27%	-3	1%	4%	-8%[57.1 µM]	-6%
CCn1c(COc2ccc(Cl)cc2Cl)nc2ccccc21	-4%	-1%	-4%	27%	0	1%	7%	15%	16%
O=C(Nc1cc(C(F)(F)F)ccc1-n1cncn1)c1cn2ccccc2n1	7%	-6%	-10%	14%	-7	7%	-7%	24%	1%
Cc1ccccc1-c1noc(CSc2nnc(Cc3ccccc3)n2-c2ccc(F)cc2)n1	-6%	-17%	-17%	28%	-3	35%[activator]	9%	20%	0%

Compound activity deposited in PubChem by National Center for Advancing Translational Sciences (NCATS).

A portion of the library; rates above refer to the full screens.
